Screening results: PubChem, National Center for Advancing Translational Sciences (NCATS)
KDM5B inh = blocks human KDM5B histone demethylase activity. AID 1347165. Potency, µM (top dose mostly 57.7 µM), without a hit: at the top dose activity change, negative = inhibition, usual class: inhibitors. Q9UGL1. KDM5B demethylase, FDH-coupled NADH fluorescence (FDH is formaldehyde dehydrogenase). 2.6% of 220,000 active; active means well fitted inhibition curve with a large enough effect; inconclusive means small, poorly fitted or top-dose-only effect; inactive means no such curve, though single readings can be large or run the other way; further: 0% is about no effect; nearly all actives have a fitted effect of over 70% in size
Target sequence (Q9UGL1 whole entry, looked up): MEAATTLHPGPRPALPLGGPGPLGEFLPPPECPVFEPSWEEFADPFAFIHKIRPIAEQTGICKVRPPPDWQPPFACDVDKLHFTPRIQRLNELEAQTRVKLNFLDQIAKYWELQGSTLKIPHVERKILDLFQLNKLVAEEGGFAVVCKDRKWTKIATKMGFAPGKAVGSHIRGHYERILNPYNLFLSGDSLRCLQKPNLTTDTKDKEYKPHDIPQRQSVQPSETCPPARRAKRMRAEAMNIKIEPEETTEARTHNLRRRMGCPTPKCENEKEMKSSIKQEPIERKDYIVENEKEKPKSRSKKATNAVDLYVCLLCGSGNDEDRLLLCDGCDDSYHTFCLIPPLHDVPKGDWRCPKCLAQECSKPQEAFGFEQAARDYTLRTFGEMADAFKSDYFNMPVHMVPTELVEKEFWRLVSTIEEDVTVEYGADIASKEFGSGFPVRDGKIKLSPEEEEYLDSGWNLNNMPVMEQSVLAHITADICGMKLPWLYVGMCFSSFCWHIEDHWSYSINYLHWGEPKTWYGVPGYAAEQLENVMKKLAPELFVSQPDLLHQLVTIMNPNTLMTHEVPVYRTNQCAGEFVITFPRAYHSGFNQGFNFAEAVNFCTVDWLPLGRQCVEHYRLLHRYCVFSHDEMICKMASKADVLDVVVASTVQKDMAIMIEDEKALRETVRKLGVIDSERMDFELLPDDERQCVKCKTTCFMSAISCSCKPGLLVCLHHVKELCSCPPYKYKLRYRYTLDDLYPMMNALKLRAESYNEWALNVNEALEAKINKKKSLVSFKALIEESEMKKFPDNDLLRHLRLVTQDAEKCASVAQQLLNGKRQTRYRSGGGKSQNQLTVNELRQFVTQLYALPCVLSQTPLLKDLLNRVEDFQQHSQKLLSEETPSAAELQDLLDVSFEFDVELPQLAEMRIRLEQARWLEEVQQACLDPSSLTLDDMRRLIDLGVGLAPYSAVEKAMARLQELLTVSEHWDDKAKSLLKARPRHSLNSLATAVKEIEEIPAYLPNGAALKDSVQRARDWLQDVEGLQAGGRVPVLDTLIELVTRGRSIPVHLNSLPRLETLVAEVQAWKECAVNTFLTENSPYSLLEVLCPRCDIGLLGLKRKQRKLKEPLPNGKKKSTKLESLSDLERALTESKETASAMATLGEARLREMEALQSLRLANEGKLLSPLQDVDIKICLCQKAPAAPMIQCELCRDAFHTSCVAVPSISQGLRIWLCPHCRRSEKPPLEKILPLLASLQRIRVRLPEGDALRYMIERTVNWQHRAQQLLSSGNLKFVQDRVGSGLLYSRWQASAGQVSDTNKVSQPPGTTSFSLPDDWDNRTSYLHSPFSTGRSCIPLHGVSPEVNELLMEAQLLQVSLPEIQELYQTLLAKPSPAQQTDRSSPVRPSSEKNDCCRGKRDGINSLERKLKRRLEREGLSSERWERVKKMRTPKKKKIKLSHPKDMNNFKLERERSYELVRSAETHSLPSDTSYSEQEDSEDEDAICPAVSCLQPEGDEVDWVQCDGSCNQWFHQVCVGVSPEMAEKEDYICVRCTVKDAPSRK
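Coupled FDH/NAD⁺ fluorescence readout. KDM5BΔAP 200 nM final; compound titration, 10 min RT preincubation; substrate mix 12.5 µM H3K4me3, 25 µM 2-OG, 50 µM Fe(II), 100 µM ascorbate, 0.25 mM NAD⁺, 0.25 U/mL FDH; ΔRFU over 30 min.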
* marks the source's active call; other numbers are inactive results; ? = inconclusive; & = joins results of further samples; [ ] = another dose, or the depositor's remark. Potency means the concentration at half of the fitted maximal effect.

SMILES	KDM5B inh
Cc1ccc(CC(=O)N2CCN(c3cc(-c4cccs4)[nH]n3)CC2)cc1	?
COc1ccc(CNC(=O)N2C[C@@H](Oc3ccccc3)C[C@@H]2C(=O)N2CCOCC2)cc1	5%
Cc1ccc(C)c(-c2nc3ccc(C)cc3c(C(=O)O)c2C)c1	11%
CCCSc1nnc(NC(=O)Nc2ccc(C)cc2)s1	36%
Cc1cc(Nc2cccc(C(F)(F)F)c2)nc(NCc2ccccc2)n1	?
CC(C)n1cnnc1CNC(=O)[C@H]1CNC[C@H](C(=O)N2CCOCC2)C1	-30%
CC(C)N(C)Cc1nnnn1CC(=O)N1CCC(CCn2cccn2)CC1	-3%
Cc1cc(C(=O)N2CCN(c3ccccc3)CC2)c2c(C)nn(-c3cccc(F)c3)c2n1	-14%
O=C(NCc1nnc2ccc(-c3ccccc3)nn12)c1cc(Cl)ccc1F	25µM*
COc1cccc(CN2Cc3nc(-c4cc(Cl)ccc4OC)ccc3OCC2=O)c1	35µM*
O=C(CC1CCCC1)NCC(=O)N1CCCCCCNC(=O)CC1c1ccccc1 (stereo not given)	36%
Oc1ccccc1CN1CCNc2cc(-c3ccccc3)ncc2C1	?
Cc1noc(C)c1-c1cc2cc(CO)oc2c(N2CCS(=O)(=O)CC2)n1	35µM*
Fc1ccc(N2CCN(c3nc4ccccc4c4nc(-c5ccccc5)nn34)CC2)cc1	-5%
COCCNC(=O)C(C)[C@@H]1CCc2c(C)cc(OCC(=O)O)c(C)c2C1 (stereo not given in full)	-24%[86.2 µM]
CCNC(=O)CCc1c(C)nn(-c2cccc(C)c2)c1Oc1ccccc1C	?
CC(C)N1CCCC2(CCN(C(=O)C3(Cn4ccnc4)CC3)C2)C1=O (stereo not given)	-2%
O=C(CC[C@H]1NC(=O)c2ccccc2NC1=O)NCCCc1nc2ccccc2[nH]1	19%
Cc1cc(Cl)ccc1OCC(=O)N(Cc1cccs1)C1CCS(=O)(=O)C1 (stereo not given)	5%
CN1CCC(N[C@H]2CC(C)(C)[C@@H]3C[C@@](C)(O)CC[C@]23CCC(=O)NCc2cccnc2)CC1	-10%
CCCCOc1ccc(C(=O)Nc2cccc3ccc(C)nc23)cc1	17%
COc1cc(CCC(=O)N2CC(c3noc(C4CCCN4C)n3)C2)on1 (stereo not given)	10%
NC(=O)C1=C(Nc2ccc(Br)cc2F)c2ccccc2S1(=O)=O	15%
O=C(O)c1cc(NC(=O)c2ccc(CO)cc2)cc(C(=O)O)c1	15%
Cc1nn2c(c1-c1ccccc1Oc1ccccc1)N(C(=O)Cc1ccc(O)cc1)CCC2	-6%[86.2 µM]
Cc1ccc(CSCC(=O)NCc2ccc(F)cc2)cc1	-1%
CC1(c2cccnc2)N(CCOc2ccccc2)C(=O)OC12CCN(C(=O)Cc1cccc(F)c1)CC2 (stereo not given)	-6%
Cc1nc(NCc2ccccc2)sc1C(=O)NC1CC1	19%
CNc1ccc(-c2noc([C@@H]3CCCN3Cc3cccc(OC)c3)n2)cn1	?
C/C(=N\Nc1ccc2nncn2n1)c1ccco1	19%

Reformatted: 2 of the compounds above.
O=C(O)c1cc(NC(=O)c2ccc(CO)cc2)cc(C(=O)O)c1
  KDM5B inh: 15%

NC(=O)C1=C(Nc2ccc(Br)cc2F)c2ccccc2S1(=O)=O
  KDM5B inh: 15%

The list goes on.
SMILES	KDM5B inh
CCn1nccc1C(=O)N1C[C@@H](CO)[C@H](c2ccncc2)C1	28%
Cc1cc2ccccc2n1CCC(=O)N1CC[C@@](C)(O)[C@@H](O)C1	?
N#CC1=C(N)N(c2ccc(Cl)cc2)C2=C(C(=O)CCC2)C1c1cc(CN2CCOCC2)cs1 (stereo not given)	-7%
COc1ccc(/C=C(/CC(=O)O)c2nc3ccccc3s2)cc1	-10%
Cc1ccc(S(=O)(=O)N2CCN(CC(=O)N/N=C\c3ccc(O)c(O)c3)CC2)cc1	?
O=C(C1CCC1)N1CCC(Oc2cccnc2)C1 (stereo not given)	-4%
CS(=O)(=O)CCC(C(=O)Nc1cccc(C(F)(F)F)c1)N1Cc2ccccc2C1=O (stereo not given)	?
COc1ccc(CCC(=O)NCc2nc3cccnc3n2Cc2ccc(C)cc2)cc1	-17%
Cc1ccc2cc(/C=C/C(=O)NC3CCCCC3)oc2c1	-2%
COC(=O)c1cc(C(=O)OC)cc(S(=O)(=O)N2CCCC2c2nc3ccccc3[nH]2)c1 (stereo not given)	3%

Exported bar-delimited: entries from further up
SMILES | KDM5B inh
COc1ccc(/C=C(/CC(=O)O)c2nc3ccccc3s2)cc1 | -10%
O=C(C1CCC1)N1CCC(Oc2cccnc2)C1 (stereo not given) | -4%

Remaining list, next part.
SMILES	KDM5B inh
Cc1ccc(C)c(/C=C/C(=O)c2cccc([N+](=O)[O-])c2)c1	6%
O=C(NCCO)c1nc(-c2cccc3[nH]ccc23)no1	6%
Cc1cc(C)n(CC(=O)N(C)C2CCc3nn(CC4CC4)c(=O)n3CC2)n1 (stereo not given)	?
O=C1CC(c2ccc3c(c2)OCO3)c2c(n3c(nc4ccccc43)[nH]c2=O)N1 (stereo not given)	8%
Cc1ccc2[nH]cc(CCNC(=O)/C=C/c3ccccc3)c2c1	13%
O=C(O)c1ccccc1S(=O)(=O)Cc1ccc(Cl)cc1	26%
CCOc1ccccc1Nc1cc(-c2ccccc2)nc(C)n1	?
COc1ccc(C(=O)/C=C/c2cccs2)c(OC)c1	25%
Cc1ccc(CNS(=O)(=O)c2c(C(=O)N3CCC(C)CC3)c(C)n(C)c2C)cc1	-3%
CO[C@H]1C(=O)N(C(C)C)[C@H]1C1CCN(Cc2ccc(F)cc2F)CC1	-3%

Reprinted from the listing, 6 compounds:
SMILES	KDM5B inh
Cc1ccc2[nH]cc(CCNC(=O)/C=C/c3ccccc3)c2c1	13%
O=C(O)c1ccccc1S(=O)(=O)Cc1ccc(Cl)cc1	26%
CCOc1ccccc1Nc1cc(-c2ccccc2)nc(C)n1	?
COc1ccc(C(=O)/C=C/c2cccs2)c(OC)c1	25%
Cc1ccc(CNS(=O)(=O)c2c(C(=O)N3CCC(C)CC3)c(C)n(C)c2C)cc1	-3%
CO[C@H]1C(=O)N(C(C)C)[C@H]1C1CCN(Cc2ccc(F)cc2F)CC1	-3%

Following part.
SMILES	KDM5B inh
Cc1cccc(-c2nocc2CCC(=O)NCc2ccc(F)cc2F)c1	9%
COc1cc(Nc2nc(-c3cccc(OC)c3OC)no2)cc(OC)c1OC	13%
COc1ccc2[nH]c(=O)c(CCC(=O)N(C)CCc3ccccc3)cc2c1	28µM*
Cc1nccc(-c2ccccc2)c1C(=O)N1CCOCC1CC(=O)N(C)C (stereo not given)	38%[activator]
Cc1ccccc1Cc1sc(N)nc1C	10%
Cn1ncc(N2CCC(CNC(=O)c3ccccc3-c3ncn[nH]3)C2)cc1=O (stereo not given)	11%
CC(=O)Nc1ccc(NC(=O)C(C)OC(=O)CSc2ccc(Br)cc2C)cc1 (stereo not given)	-10%
COc1ccc(OC)c(NC(=O)C2CCN(c3cnc4nccnc4c3)CC2)c1	17%
CSCCC(NS(=O)(=O)c1ccc2c(c1)oc(=O)n2C)C(=O)Nc1ccc(F)c(Cl)c1 (stereo not given)	?
Cc1c(-c2cccc(Cl)c2)nc2ccccc2c1C(=O)NC1CCCCCCCCCCC1	10%
N#CC1=C(N)OC2=C(C(=O)CC(c3ccccc3)C2)C1c1ccccc1Br (stereo not given)	?
CCCCC(=O)NC1(C(F)(F)F)C(=O)N(C2CCCC2)C(C)=C1C(=O)OC (stereo not given)	11%
CCc1cccc(-n2c(C)nc3c(cnn3-c3ccc(C)c(C)c3)c2=O)c1	-26%
CN(Cc1ccccc1Cl)C(=O)c1coc(COc2ccc3c(c2)OCO3)n1	-29%
COc1cc2sc(C)nc2c2ccccc12	?
COc1ccc(C(=O)N2CCCCCC2c2nc(-c3cccnc3)no2)cc1 (stereo not given)	-4%
CCn1nnnc1SCCS(=O)(=O)c1cc(Cl)ccc1Cl	-10%
Fc1ccc(N2CCN(Cc3cccn3-c3nnc(N4CCN(C5CCCCC5)CC4)s3)CC2)cc1	11%
O=[S+]1([O-])NCC2(CCCN(Cc3ccncc3)C2)Oc2ncccc21 (stereo not given)	-20%[115 µM]
CC(C)CNC(=O)c1cc(-c2cccs2)nc2ccccc12	?
Cc1ccc(NS(=O)(=O)c2ccc3c4c(cccc24)C(=O)N3)c(C)c1	-11%
O=C(C1CCCO1)N1CCCC(c2ccccc2)(c2ccccc2)C1 (stereo not given)	-15%
CC1(C)[C@H](Cc2cc(COc3ccccc3)on2)C[C@@H]1NC(=O)c1ccnc(Cl)c1	-8%[86.2 µM]
O=C(c1ccco1)N1CCN(C(=O)c2cc(=O)[nH]c3ccccc23)CC1	?
CCOc1ccc(-c2cc(C(=O)Nc3ccc(NC(C)=O)cc3)no2)cc1	?
Cc1ccc(-c2nc3nc(C)cc(N4CCN(c5cccc(C)c5)C(C)C4)n3n2)cc1 (stereo not given)	-29%
Cc1nn(CC(=O)NCc2ccc(N(C)C)cc2)c(=O)c2nc(C(C)C)sc12	5%
N#Cc1c(-c2ccccc2)cc(-c2cccs2)nc1SCCS(=O)(=O)Cc1ccccc1	-11%
Cn1nc(-c2ccccc2)cc1NC(=O)C1CCCCC1	10%
COc1ccc(C(=O)NCC23CCC=C2N(C)C(=O)CC3)cn1 (stereo not given)	-9%
Cc1cccc(NC(=O)CSCn2nnc3c(=O)[nH]c(Cc4ccc(F)cc4)nc32)c1C	7%
COc1ccc(-c2nc3cc(NC(=O)CC(C)C)ccc3o2)cc1	?
CC1(C)CC(C(=O)N2CCC3(CC2)C(=O)Nc2ccccc23)CCO1 (stereo not given)	-5%
Cc1cc(C)n(CC(=O)N2C[C@@H](CO)[C@H](c3ccccn3)C2)n1	-6%
Cc1ccc(CNC(=S)NNC=O)cc1	33%[activator]
CNC(=O)Cn1nc(-c2ccccc2)c2ccccc2c1=O	-3%
Cc1noc2nc3c(c(C(=O)N[C@H]4CC[C@H]4N)c12)CCC3	34%
COc1cc(/C=C(\C#N)C(=O)C(C)(C)C)ccc1OCc1ccccc1Cl	9%
O=C(CSc1nccn1-c1cccc(Cl)c1)Nc1cccc2ccccc12	5%&-45%
O=c1[nH]c2cc(Br)ccc2n2cccc12	-1%
CCn1cnnc1CC1CCN(C(=O)C2CCN(Cc3nc(-c4ccc(C)cc4)oc3C)CC2)CC1	8%
O=C(NCCc1ccccc1)N1CCN(C(=O)N2CC3CC(C2)[C@H]2CCCC(=O)N2C3)CC1 (stereo not given in full)	-8%
O=C(c1ccccc1-c1ncc[nH]1)N1CCOC(Cc2cccc(F)c2)C1 (stereo not given)	24%
CCCCc1nc2cc(C(=O)N(C)Cc3ccc4nonc4c3)ccc2o1	6%
Fc1ccc(-c2nnc3ccc(N4CCN(c5ccccn5)CC4)nn23)nc1	3%[86.2 µM]
CC(C)(c1ccccc1)c1cccc(C(C)(C)c2ccccc2)c1O	28%
CCN1CCC(N[C@@H]2CC[C@@H]2NC(=O)CCCc2ccccc2)CC1	-1%
CC(C)c1cccc(OCCn2c(-c3ccc(Cl)cc3)nc3ccccc3c2=O)c1	-14%
CC(C)CCC(=O)N1CCC2(CC1)N(C)C(=O)CS2(=O)=O	21%
CC(C)(C)NC(=O)COC(=O)c1cc(=O)c2ccccc2o1	-16%

Some of the entries so far, as a markdown table.
| SMILES | KDM5B inh |
| --- | --- |
| Cc1ccc(CNC(=S)NNC=O)cc1 | 33%[activator] |
| CNC(=O)Cn1nc(-c2ccccc2)c2ccccc2c1=O | -3% |
| Cc1noc2nc3c(c(C(=O)N[C@H]4CC[C@H]4N)c12)CCC3 | 34% |

Additional compounds.
SMILES	KDM5B inh
C=CCOc1ccc(C=Nc2ccc(C)cc2C)c(O)c1	-24%
Cc1ccc(C)c(N2CCN(C(=O)C(C)n3nc(C)c4sc5ccccc5c4c3=O)CC2)c1 (stereo not given)	-4%
COc1ccc(C(=O)N2CCCCCNC(=O)[C@@H]3CCCC[C@@H]32)cc1F	2%
CCn1nc(C(=O)Nc2nc(-c3ccc(OC)c(OC)c3)cs2)c2ccccc2c1=O	9%
CCc1ccc(NC(=S)N2CCCC2)cc1	-28%
COC(=O)c1cc(-c2cccnc2)nc2onc(-c3ccc(C)cc3)c12	-8%
CCOc1ccc(NC(=O)c2cc(=O)c3cc(C)ccc3o2)cc1OC	12%
CCN(CC)Cc1nc(C2(O)CCN(C(=O)C3CCC3)CC2)cs1	-11%[86.2 µM]
CN(c1ncccc1CNC(=O)CN1CCCC1=O)C1CCCCC1	6%
CC1=C[C@@H](CNCCN(C)C)[C@H](C(C)C)C[C@H]1Cc1nnc(C)o1	16%[86.2 µM]
COc1ccc2c(c1)CN(Cc1ccccc1Cl)CC[C@H]1COC(=O)N21	-16%[86.2 µM]
CC(C)(C)OC(=O)COc1ccc2c(-c3ccccc3)cc(=O)oc2c1	16%
Cc1cc(C)c(NC(=O)Cn2c(=O)n(-c3cccc(C(F)(F)F)c3)c(=O)c3c(C)c(C)sc32)c(C)c1	?
CN(CC(=O)NC1CC1)S(=O)(=O)c1cc(Cl)ccc1Cl	-7%
COc1ccc(Nc2oc(-c3ccc(COc4ccccc4)o3)nc2C#N)cc1	21%
CCCn1cc(C(=O)NCC2COc3cc(OC)ccc3C2)c(C)n1 (stereo not given)	4%
CSc1cccc(NC(=O)C2CCN(S(=O)(=O)c3ccc4[nH]c5c(c4c3)CCCCC5)CC2)c1	?
CC1CC(C)CN(Cc2ccccc2C#N)C1 (stereo not given)	-13%
COc1ccccc1-c1nnc(SCC(=O)c2ccc(Br)s2)n1C	-9%
CCC(=O)NCc1nnc2c(-c3nc(C(C)C)no3)cccn12	?

Some of the compounds tested; rates above refer to the full screens.
